PKA-R1A act: activators of PKA-R1A holoenzyme, primary screen, biochemical, fluorescence polarization, Cy5-IP20, bovine R1A, mouse PKAc. AID 504707, 2011. cAMP-dependent protein kinase type I-alpha regulatory subunit (Bos taurus) + …. activation, % at 11.4 µM. PKA-R1A dissociation; scaled: DMSO 0%, 113 µM cGMP 100%. 340,000 tested, 0.083% active;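 active = percent activation above the mean of all tested compounds plus 3 SD, cut at about 19% in these data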;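 also: higher means more PKAc released from R1A so a rise in polarization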
DAGLB inh: DAGLB lipase inhibitors, primary screen, biochemical, fluorescence, HTS | HEK293T DAGLB membrane lysate, EnzChek fluorogenic substrate | Diacylglycerol lipase-beta (Homo sapiens), Q8NCG7 | inhibition, % at 5.17 µM | 340,000 tested, 0.059% active; in the data active = inhibition above about 34%;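 also: 0% = enzyme with vehicle and 100% = wells lacking enzyme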
Target sequence (Q8NCG7 whole entry, looked up): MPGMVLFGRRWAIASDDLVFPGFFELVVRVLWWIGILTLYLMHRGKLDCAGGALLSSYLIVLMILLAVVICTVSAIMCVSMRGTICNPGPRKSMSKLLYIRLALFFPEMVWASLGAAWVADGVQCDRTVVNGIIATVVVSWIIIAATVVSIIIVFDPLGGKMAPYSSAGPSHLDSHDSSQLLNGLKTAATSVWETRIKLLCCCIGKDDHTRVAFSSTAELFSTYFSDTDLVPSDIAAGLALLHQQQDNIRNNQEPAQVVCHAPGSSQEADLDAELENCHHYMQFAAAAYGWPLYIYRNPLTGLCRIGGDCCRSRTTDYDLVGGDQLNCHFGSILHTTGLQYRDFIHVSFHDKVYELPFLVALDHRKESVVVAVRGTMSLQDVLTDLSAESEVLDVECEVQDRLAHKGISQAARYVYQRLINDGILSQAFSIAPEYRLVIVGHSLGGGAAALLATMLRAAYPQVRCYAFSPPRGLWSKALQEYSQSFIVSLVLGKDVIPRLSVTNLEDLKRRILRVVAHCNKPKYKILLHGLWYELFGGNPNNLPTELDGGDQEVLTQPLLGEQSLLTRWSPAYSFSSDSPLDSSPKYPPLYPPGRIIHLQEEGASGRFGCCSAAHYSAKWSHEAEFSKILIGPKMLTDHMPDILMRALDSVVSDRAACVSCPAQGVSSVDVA
MOR-DOR inv ag: inverse agonists of MOR-DOR heterodimerization, primary screen, cell-based, luminescence; Mu-type opioid receptor (Homo sapiens) + Delta-type opioid receptor (Homo sapiens), …; cell-based MOR-DOR heterodimer luminescence, inverse agonism; inhibition, % at 9.3 µM; 340,000 tested, 0.21% active; in the data active = inhibition above about 22%, passing the limit was not always enough;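 also: 0% = cells with DMSO and 100% = wells without cells with DMSO; values of inactives mirror those of a sister screen read the other way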
MOR-DOR ag: agonists of OPRM1-OPRD1 heterodimerization, primary screen, cell-based, luminescence | Mu-type opioid receptor (Homo sapiens) + Delta-type opioid receptor (Homo sapiens), … | cells | activation, % at 9.3 µM | 340,000 tested, 0.3% active; in the data active = activation above about 18%;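 also: 0% = vehicle-treated cells and 100% = reference agonist; values of inactives mirror those of a sister screen read the other way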
HTR5A ag ctr: HTR5A agonists in luminescence cell assay, primary screen, counter-screen for OPRM1-OPRD1 heterodimer agonist project, full-deck HTS; 5-hydroxytryptamine receptor 5A (Homo sapiens), P47898; cell-based; activation, % at 9.3 µM; 340,000 tested, 0.61% active; AID 504692, 2011; in the data active = activation mostly above about 9.5%, no sharp cut-off; inactive = mostly below about 7.6%;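 also: 0% = cells with vehicle only and 100% = reference agonist; strong numbers were not always called active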
HTR5A inv ctr: HTR5A inverse agonists in luminescence cell assay, primary screen, counter-screen for OPRM1-OPRD1 heterodimer inverse agonist project, full-deck HTS. inhibition, % at 9.3 µM. 340,000 tested, 0.083% active. HTR5A cell line, inverse agonism. AID 504634, 2011; in the data active = inhibition mostly above about 23%, no sharp cut-off; inactive = mostly below about 18%;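 also: 0% = cells with DMSO and 100% = no-cell wells with DMSO; some compounds called inactive have numbers as strong as hits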
DSG3 Ab inh: inhibitors of pemphigus antibody binding to DSG3, primary screen, biochemical, bead-based, flow cytometry, scFv-GFP; Desmoglein-3 (Homo sapiens), P32926; DSG3-coupled beads, scFv-anti-DSG3-GFP binding; hits give low values; binding (percent of control), % at 10 µM; 310,000 tested, 0.48% active; AID 588358, 2011;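 active = binding more than 3 SD below its plate's average and above zero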;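 also: hits lower antibody fragment binding to DSG3; some compounds called inactive have numbers as strong as hits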
PKA-R2B act: activators of PKA-R2B holoenzyme, primary screen, biochemical, fluorescence polarization, Cy5-IP20, human | activation, % at 11.4 µM | PKA-R2B holoenzyme dissociation; R2B truncated from residue 108, S112A mutant; 0% DMSO only, 100% 113 µM cGMP | 340,000 tested, 0.079% active;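 active = activation above a cutoff set at the mean over all compounds plus 3 SD, cut at about 18% in these data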;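 also: higher means more holoenzyme dissociation and a rise in polarization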
Target sequence (P31323 whole entry, looked up, other chains not shown, the tested form may be a part): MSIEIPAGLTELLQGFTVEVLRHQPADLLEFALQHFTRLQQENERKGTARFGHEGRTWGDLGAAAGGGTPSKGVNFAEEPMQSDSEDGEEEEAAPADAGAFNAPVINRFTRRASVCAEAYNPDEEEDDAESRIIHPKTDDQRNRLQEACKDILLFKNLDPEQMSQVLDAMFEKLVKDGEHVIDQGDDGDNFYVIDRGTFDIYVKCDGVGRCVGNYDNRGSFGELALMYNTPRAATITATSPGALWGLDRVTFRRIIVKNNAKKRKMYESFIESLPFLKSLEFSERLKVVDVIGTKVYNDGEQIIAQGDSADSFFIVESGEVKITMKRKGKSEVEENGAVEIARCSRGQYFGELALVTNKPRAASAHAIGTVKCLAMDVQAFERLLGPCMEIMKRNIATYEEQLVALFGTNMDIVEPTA
Arrestin-AP2 inh: inhibitors of beta-arrestin/AP2 binding, primary screen, biochemical, GPCR trafficking, flow cytometry; AID 504490, 2011; inhibition, % at 10 µM; beta-arrestin 1 C-terminal peptide binding to AP2 beta2-adaptin appendage (human); 340,000 tested, 0.31% active; FITC-arrestin peptide / GST-AP2 beads; AP2 beta2 appendage carries R879A mutation;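 active = inhibition above a set limit, near 3 SD of compounds lacking own fluorescence, cut at about 54% in these data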;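 also: plate controls were DMSO wells for no effect and 5 µM unlabelled arrestin peptide for full effect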
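Assay system: GST-AP2 R879A bound to glutathione beads, E. coli-expressed; Medium: PBS with 0.05% Tween 20 and 0.1% BSA; Also added: fluorescein-tagged arrestin peptide at 50 nM final; Timing: 12 min plus 1 h, RT; Measured by: flow cytometry, FL1 (488/535 nm); Evaluation: percent drop in bead-associated FITC signal.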
V-ATPase pH: regulators of yeast V-ATPase proton pumping, primary screen, pHLuorin cytosolic pH fluorescence; S. cerevisiae; response, % at 10 µM; 350,000 tested, 0.37% active; in the data active = response mostly above about 7.3%, no sharp cut-off; inactive = mostly below about 5.4%; also: actives read high; inactives centre near 0; some compounds called inactive have numbers as strong as hits; reference of the scale not given here
An asterisk follows results filed as active; nt = not tested or not shown.

SMILES	PKA-R1A act	DAGLB inh	MOR-DOR inv ag	MOR-DOR ag	HTR5A ag ctr	HTR5A inv ctr	DSG3 Ab inh	PKA-R2B act	Arrestin-AP2 inh	V-ATPase pH
N/C(Cc1cccc2ccccc12)=N\OC(=O)Cc1cccs1	-13.3	-11.0	-16.3	2.7	4.2	-11.1	97.4	1.4	-4.3	-0.8
COc1cc(C(=O)NCc2ccc(-c3nc4ccccc4o3)cc2)cc(OC)c1OC	-3.2	-2.6	7.0	-1.6	0.1	-21.2	81.5	-3.8	-5.5	0.8
NS(=O)(=O)c1cccc(NC(=O)CSc2nnc(C3CC3)n2-c2ccccc2)c1	0.0	1.5	1.1	-0.2	2.2	-8.5	88.3	-5.5	0.5	2.1
Cc1ccc2c(c1)N(C(=O)CCC(=O)NCc1ccccc1)CC(C)O2 (stereo unspecified)	0.2	-1.9	15.0	-2.9	1.0	-2.8	103.2	-2.4	17.9	3.4
Cc1cnc(NC(=O)c2ccc(OCC3CCCO3)cc2)s1 (stereo unspecified)	1.6	-2.3	9.8	-2.2	-2.6	2.9	nt	-7.8	34.1	0.2
COc1ccc2c(c1)CC/C2=N\OC(=O)c1ccccc1OC	-7.8	-3.6	0.3	0.0	-1.1	2.7	89.5	3.1	-2.8	-1.4
CC(C(=O)OCC(=O)Nc1ccc2c(c1)OCO2)N1C(=O)c2ccccc2C1=O (stereo unspecified)	-7.3	-4.3	6.5	-1.6	-5.4	12.8	nt	-1.4	-1.9	2.4
CCOC(=O)C1=C(O)/C(=C/c2cc(OC)c(O)c(OC)c2)SC1=Nc1ccc(OC)cc1	2.8	2.7	-88.5	12.2	6.6	-18.7	107.5	3.0	7.7	-5.4
COc1cc(CC(=O)OCC(=O)NCc2ccco2)cc(OC)c1OC	-2.1	-0.4	8.4	-2.0	-2.8	6.8	106.8	15.4	0.5	0.8
COc1ccccc1NC(=O)N1CCC(c2nc3ccccc3o2)CC1	-1.6	0.6	16.8	-3.4	1.4	-8.3	104.0	-8.8	45.3	1.5
Cc1ccc(NC(=S)NNC(=S)Nc2ccc(C)cc2C)cc1	-6.5	1.8	-11.9	2.3	7.7	-21.2	102.2	-2.5	-4.6	1.0
CCn1c(S(=O)(=O)O)nc2ccccc21	-0.9	1.2	8.8	-1.6	1.9	-5.5	101.4	-5.2	16.6	-5.7
O=C(c1ccccc1)c1coc2ccc(O)c(CN3CCOCC3)c12	4.1	-0.1	4.2	-0.8	0.8	7.3	100.1	-1.4	2.9	12.4
Cc1n[nH]c(=O)nc1NCc1ccco1	-1.5	0.4	1.9	-0.3	-3.7	9.3	97.1	0.7	28.6	1.9
COc1cc2[nH]c(=O)n(Cc3ccc(C(=O)NCCCN4CCN(C)CC4)cc3)c(=O)c2cc1OC	2.2	-2.2	5.1	-0.8	11.0	-12.3	nt	10.7	25.9	-2.9
CC1(CCc2ccc3c(c2)OCO3)NC(=O)c2ccccc2N1 (stereo unspecified)	-3.9	2.2	10.9	-2.0	-0.4	-27.3	nt	-16.8	0.8	-2.6
O=C(Nc1ccc(C#Cc2ccccc2)cc1)C1CC1	-5.8	-2.5	7.8	-1.5	2.4	-35.5	98.8	-2.9	2.9	0.6
CC(C)N(C(=NCc1ccccc1)NC(=O)c1ccccc1)C(C)C	3.0	0.7	10.8	-1.9	2.8	-18.1	96.8	13.5	-0.9	0.5
Cc1cccc(-n2c(SCC(=O)NCc3ccc4c(c3)OCO4)nc3ccccc3c2=O)c1	3.4	-1.6	11.4	-2.1	-2.5	-55.2	129.5	-1.0	3.0	1.2
C/C=C(\C)C(=O)N1CC2(CC(c3cccc(NC(=O)COc4ccc(Cl)cc4)c3)=NO2)C[C@@H]1C(N)=O (stereo partly specified)	-0.8	0.6	-7.8	1.4	-2.0	5.1	103.9	6.6	4.0	2.0
CN(CC(=O)NCC1CCCCC1)S(=O)(=O)c1ccc(Cl)cc1	-5.2	-2.5	-16.4	3.1	-0.9	-4.6	111.4	0.3	-8.6	1.3
COc1cc(NC(=O)C2CC(=O)NC3=C2C(=O)CCC3)cc(OC)c1 (stereo unspecified)	4.7	-2.3	9.4	-1.8	-2.1	6.4	96.6	-3.2	2.3	5.0
CCN(CC)C(=O)/C(=C\c1cccc([N+](=O)[O-])c1)NC(=O)c1ccco1	0.0	1.7	11.2	-2.1	-0.6	-7.2	94.4	-6.2	-1.1	0.0
C=C1CCN([C@@H](CC(C)C)C(=O)NCCC(C)C)S(=O)(=O)c2ccccc21	-6.6	-5.3	-11.1	2.0	-0.4	6.0	105.4	-5.9	-0.5	-1.2
CCCCCCOc1ccc(C(=O)O)cc1	7.4	1.4	14.2	-2.9	2.2	-6.7	87.4	11.4	1.4	3.0
SMILES	PKA-R1A act	DAGLB inh	MOR-DOR inv ag	MOR-DOR ag	HTR5A ag ctr	HTR5A inv ctr	DSG3 Ab inh	PKA-R2B act	Arrestin-AP2 inh	V-ATPase pH
COc1cc2nc(C3CCC3)n(N)c(=O)c2cc1OC	2.3	3.1	0.2	0.0	-0.2	0.6	101.4	-0.5	35.9	1.3
O=C(CNC(=O)C1COc2ccccc2O1)N/N=C\c1ccc(Br)cc1 (stereo unspecified)	1.5	1.2	-4.3	0.8	2.2	-14.5	106.0	0.6	-3.5	-3.5
COC(=O)C1=C(O)/C(=C\c2ccc(O)c(OC)c2)N=C1C	-0.9	-3.0	3.3	-0.6	-3.3	21.8	105.4	0.5	-2.6	-1.8
COc1cc(/C=N/NC(=O)c2nnn(-c3nonc3N)c2C(C)C)ccc1OCc1ccccc1	-2.3	-2.1	-22.4	4.4	6.8	-27.8	nt	-4.0	30.9	1.7
O=C(c1ccc(Cl)c([N+](=O)[O-])c1)N(Cc1ccco1)C1CCS(=O)(=O)C1 (stereo unspecified)	-9.8	-4.3	13.9	-2.7	3.6	14.3	97.3	0.8	34.5	0.1
C[C@H](CO)NC(=O)c1nc[nH]c1C(=O)N[C@@H](C)c1ccccc1	-0.2	-2.2	nt	nt	nt	nt	100.2	-0.8	nt	-0.4
COc1ccc(-n2nc(C(=O)NCC(=O)N3CCN(c4ccccn4)CC3)c3ccccc3c2=O)cc1Cl	0.1	1.0	3.0	-0.6	2.2	11.1	99.4	3.5	-12.0	-0.8
O=C(/C=C/c1cccc([N+](=O)[O-])c1)NCCSCc1ccccc1Cl	-6.0	-2.8	-1.0	0.2	1.7	-26.2	95.4	0.9	26.3	2.3
COc1ccc(-c2cc3nc4c(c(=O)n3[nH]2)CCC4)cc1	-18.3	-2.9	-1.7	0.3	-0.5	-0.4	102.1	-12.6	1.5	5.7
CC1CC(C)CN(C(=O)COC(=O)CCC(=O)c2cccs2)C1 (stereo unspecified)	-0.6	-4.7	-0.9	0.2	3.0	-11.6	96.3	3.8	6.7	-0.1
Cc1ccc(N2CCN(C(=O)CCc3nc4ccccc4[nH]3)CC2)c(C)c1	-9.1	-0.9	-3.3	0.6	-4.6	5.7	98.5	-6.8	6.2	-2.8
COc1ccc(CCNC(=O)C23CN(Cc4ccccc4)CC2C(c2cccc([N+](=O)[O-])c2)=NO3)cc1 (stereo unspecified)	-14.2	-2.9	0.7	-0.1	1.0	-2.6	107.1	-12.5	1.1	-1.0
CC1(C)NC(=O)N(CC(O)CN2CCCCC2)C1=O (stereo unspecified)	7.9	-0.2	15.3	-3.1	-3.7	9.8	88.8	-4.2	4.1	-0.1
S=c1[nH]nc(CSCc2ccccc2Cl)n1C1CCCCC1	-2.6	-4.6	-60.4	12.9	3.0	-8.4	95.3	-7.0	-8.1	2.7
CCC(C)(C)NC(=O)Cc1ccc(OC)c(OC)c1	6.3	2.3	3.1	-0.6	-2.2	-11.9	105.6	9.8	-8.5	0.8
CC(N=C1NS(=O)(=O)c2ccccc21)C(=O)N1CCc2ccccc2C1 (stereo unspecified)	-4.9	-1.2	2.7	-0.6	1.8	3.7	88.2	2.5	25.1	2.5
COC(=O)[C@]1(C)N[C@H](CN(C)S(=O)(=O)c2ccccc2)[C@@H]2C(=O)N(C)C(=O)[C@@H]21	-15.2	-1.3	8.7	-1.9	-5.0	18.4	90.6	-7.8	-15.2	0.5
COc1ccc(CNC(=O)C2Cc3ccccc3CN2C(=O)c2ccco2)cc1 (stereo unspecified)	2.9	2.6	14.8	-3.0	4.2	-16.9	nt	-11.6	-9.2	1.4
O=C(Nc1ccc(Br)cc1F)c1nc[nH]c1C(=O)N1CCc2ccccc2C1	2.0	-5.7	nt	nt	nt	nt	nt	4.5	nt	-0.8
COCCn1cnc2c1c(=O)n(Cc1ccc(Br)cc1)c(=O)n2Cc1ccccc1	-6.9	-4.2	-12.2	1.5	1.3	-3.8	125.5	-1.4	-1.6	-0.7
COc1cccc(C=Nc2ccc3c(c2)CCC3)c1O	-8.1	2.8	11.3	-2.1	-1.1	13.5	102.8	-0.9	18.1	-1.4
CCOc1cc(C2/C(=C(/O)c3ccc(S(=O)(=O)N4CCCCC4)cc3)C(=O)C(=O)N2CCOC)ccc1O (stereo unspecified)	-4.9	-0.5	12.2	-2.3	2.3	12.8	100.4	-7.3	-0.7	3.7
COc1ccc(NC(=O)CC(NCc2ccccn2)C(=O)O)cc1 (stereo unspecified)	-9.4	-2.1	9.0	-1.9	-1.0	12.0	105.3	3.0	-1.7	-2.1
Cc1ccc(NC(=O)COC(=O)c2ccc[n+]([O-])c2)c(Br)c1	-5.9	-6.8	1.4	-0.4	-1.0	-6.6	nt	-16.0	7.2	-2.1
COC(=O)c1ccccc1NC(=O)CSc1n[nH]c(-c2ccncc2)n1	8.9	-0.1	-15.7	2.3	4.6	1.1	111.0	-10.7	-6.7	-1.4
COC(=O)C1CCN(C(=O)c2cc(OC)c(OC)c(OC)c2)CC1	3.0	1.2	1.7	-0.3	-2.5	17.8	86.8	-5.3	1.9	0.8
COc1ccc(NC(=O)CSc2nc3ccccc3c(=O)n2CCCC(=O)NCC2CCCO2)c(OC)c1 (stereo unspecified)	-4.2	-1.4	7.1	-1.4	5.3	-20.2	nt	-5.5	36.5	-4.0

Source: PubChem
